Tau FP inhib: blocks human tau fibril formation measured by polarization | P10636 | K18 P301L tau heparin fibrillization, Alexa594 FP, 6 h | Potency, µM (series often up to 57.7 µM), without a hit: at the highest dose activity, negative = inhibition, hits mostly inhibitors | 280,000 compounds, 0.39% hits | AID 1468; further: on the % scale 0 is the no-effect control and ±100 the full control effect; nearly all actives have a fitted effect of over 55% in size
Target sequence (P10636 561-689 P618L limits assumed): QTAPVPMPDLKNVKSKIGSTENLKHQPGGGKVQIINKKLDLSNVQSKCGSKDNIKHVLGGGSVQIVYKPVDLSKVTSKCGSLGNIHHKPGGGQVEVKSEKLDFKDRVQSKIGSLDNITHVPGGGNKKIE
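Recombinant K18 P301L […], labeled with Alexa 594 at 0.24 uM over 15 uM unlabeled; heparin inducer 20 uM final; 37 C, 6 hr; FP endpoint.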
ALDH1A1 block: blocks purified human ALDH1A1 activity. P00352. Purified ALDH1A1, NADH fluorescence, propionaldehyde substrate. Potency, µM (doses to about 75.3 µM), inactives show top-dose activity, negative = inhibition, usual class: inhibitors. 220,000 compounds, 7.3% hits; active means well fitted inhibition curve with a large enough effect, not every such curve was filed as active; inconclusive means small, poorly fitted or top-dose-only effect, or another doubt; inactive means no such curve, though single readings can be large or run the other way;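 further: plate controls were no enzyme wells and a reference inhibitor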
Target sequence (P00352 whole entry, looked up): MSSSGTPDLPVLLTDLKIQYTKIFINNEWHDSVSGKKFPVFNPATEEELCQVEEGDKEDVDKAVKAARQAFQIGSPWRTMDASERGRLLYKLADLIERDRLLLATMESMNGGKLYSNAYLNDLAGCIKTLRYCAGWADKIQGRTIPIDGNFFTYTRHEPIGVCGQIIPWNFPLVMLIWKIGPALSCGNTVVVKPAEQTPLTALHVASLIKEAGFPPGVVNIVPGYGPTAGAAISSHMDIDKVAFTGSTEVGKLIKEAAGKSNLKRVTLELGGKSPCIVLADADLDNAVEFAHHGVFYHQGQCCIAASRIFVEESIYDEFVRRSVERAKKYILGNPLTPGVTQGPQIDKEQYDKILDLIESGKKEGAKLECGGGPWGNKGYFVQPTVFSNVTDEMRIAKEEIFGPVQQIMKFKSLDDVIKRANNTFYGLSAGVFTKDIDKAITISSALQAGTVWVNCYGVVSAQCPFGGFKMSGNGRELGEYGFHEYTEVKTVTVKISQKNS
SMN2 splice up: SMN2 splice variant enhancement | HEK293 SMN2-luciferase splicing reporter, luminescence, 30-36 h | Potency, µM (series often up to 46.1 µM), for inactives: at the top dose activity change, positive = activation, hits mostly activators | 210,000 compounds, 2.8% hits | AID 1458; further: % of control where 0% means no effect; nearly all actives have a fitted effect of over 55% in size
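qHTS luciferase splicing reporter: luminescence rises when SMN2 exon 7 is included in transfected HEK293 cells. Compound exposure lasted 30-36 h at 37C, with 4.5 mM final sodium butyrate as control, followed by a ONE-Glo read.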
HTT ATP protect: cytoprotection in Huntington HTT-Q103 PC12 cell model; PC12 HTT-Q103 induced, cytoprotection, ATP luminescence, 40 h; 230,000 compounds, 0.14% hits; Potency, µM (highest dose often 56.4 µM), for the others: cytoprotection (ATP increase), actives largely listed as activators;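 further: % of control where 0% means no effect; nearly all actives have a fitted effect of over 45% in size; toxic huntingtin expression switched on by the ecdysone agonist tebufenozide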
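Huntington model: PC12 line, ecdysone-inducible HTTQ103 exon1–GFP, tebufenozide 100 nM. Test articles in a dose series. Endpoint luminescence from cellular ATP.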
Tau fluor cs: counter-screen for tau fibril formation inhibitors | tau K18 P301L Alexa594 fluorescence, heparin fibrillization | Potency, µM (titrated, usually from 57.7 µM), for inactives: top-dose activity change, negative = decrease | 280,000 compounds, 0.93% hits | AID 1463; further: on the % scale 0 is the no-effect control and ±100 the full control effect; nearly all actives have a fitted effect of over 55% in size
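Human K18 P301L tau (15 uM unlabeled plus 0.24 uM Alexa 594-labeled, final) in 100 mM sodium acetate pH 7 was mixed with compound and 20 uM heparin and incubated 6 hr at 37 C.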
Tau ThT inhib: tau fibrillization inhibition (ThT binding); Potency, µM (highest dose often 57.4 µM), without a hit: at the top dose activity, negative = inhibition, hits mostly inhibitors; P10636; 270,000 compounds, 2.1% hits; recombinant tau K18 P301L (four-repeat tau fragment), heparin-induced fibrillization, ThT fluorescence; further: on the % scale 0 is the no-effect control and ±100 the full control effect; nearly all actives have a fitted effect of over 55% in size
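In this qHTS, human K18 P301L tau is incubated with compound and heparin for 6 hr at 37 C, and Thioflavin T fluorescence then reports fibril load.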
HttQ103 aggreg: reduces HttQ103-GFP aggregates in PC12 cells; PC12 HttQ103-GFP aggregates, Acumen cytometry, 40 h; Potency, µM (titrated, usually from 46.1 µM), for the others: at the highest dose activity change, negative = inhibition, actives largely listed as inhibitors; 220,000 compounds, 1.1% hits; AID 1688; further: on the % scale 0 is the no-effect control and ±100 the full control effect; nearly all actives have a fitted effect of over 60% in size
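Aggregate formation scored by laser-scanning cytometer (488 excitation, 500–530 emission) in lysed PC12 cells expressing Q103-GFP after 100 nM tebufenozide induction; library tested in dose series, with ATPLite reagent added in the multiplex.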
JMJD2E inh: inhibitors of human JMJD2E histone demethylase | JMJD2E catalytic domain, FDH-coupled NADH fluorescence (FDH is formaldehyde dehydrogenase) | 230,000 compounds, 1.6% hits | AID 2147 | Potency, µM (titrated, usually from 57.1 µM), for inactives: top-dose activity change, negative = inhibition, most hits filed as inhibitors; active means well fitted inhibition curve with a large enough effect, not every such curve was filed as active; inconclusive means small, poorly fitted or top-dose-only effect, or another doubt; inactive means no such curve, though single readings can be large or run the other way;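 further: 0% = wells with enzyme and -100% = buffer wells without enzyme; nearly all actives have a fitted effect of over 50% in size; many of its hits are not listed in these tables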
Target sequence (B2RXH2 1-337 limits assumed): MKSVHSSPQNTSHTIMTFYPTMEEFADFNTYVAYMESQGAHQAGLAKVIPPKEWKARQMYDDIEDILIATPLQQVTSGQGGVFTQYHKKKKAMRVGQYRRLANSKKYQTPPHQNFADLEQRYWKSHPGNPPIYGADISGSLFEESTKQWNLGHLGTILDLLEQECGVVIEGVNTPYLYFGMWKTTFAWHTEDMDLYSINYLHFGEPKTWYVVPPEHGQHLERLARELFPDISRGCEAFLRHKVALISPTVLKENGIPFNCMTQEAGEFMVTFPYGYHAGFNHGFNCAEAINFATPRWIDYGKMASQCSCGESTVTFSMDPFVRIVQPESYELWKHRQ
Active calls of the source: *; u = inconclusive; x = not tested or not shown; [ ] = remark or other dose. Unless noted, the call rests on the fitted dose curve; in most records, active means well fitted curve in the direction sought with a large enough effect; inconclusive means small, poorly fitted or top-dose-only effect, or another doubt; inactive means no such curve, though single readings can be large; an effect the other way counts as inactive or inconclusive. Potency means the concentration at half of the fitted maximal effect. Some of the compounds tested; count on the stated rates, not on these rows.

Compound	Tau ThT inhib	JMJD2E inh	SMN2 splice up	HTT ATP protect	ALDH1A1 block	Tau FP inhib	Tau fluor cs	HttQ103 aggreg
CCc1cccc(C)c1NC(=O)COC(=O)c1ccc2c(c1)S(=O)(=O)c1ccccc1C2=O	-12%	9%	-11%	x	u	-2%	u	-1%
COc1ccccc1NC(=O)c1ccc(NC(=O)COC(=O)C2CCCCC2)cc1	-12%	3%	17%	7%[10 µM]	u	-9%	-25%	19%
O=C(COc1ccc(Br)cc1)OCc1nnc(-c2ccccc2)o1	-11%	-1%	-2%	3%[10 µM]	-11%	3%	-12%	-12%
Cc1cccc(NC(=S)N/C(=N/S(=O)(=O)c2ccccc2)c2ccccc2)c1	-16%	5%	x	-17%	22µM*	2%	-7%	10%
O=c1c(Cc2ccc(F)cc2)c(O)ccn1Cc1ccco1	8%	-7%	2%	-19%	5%	1%	8%	22%
COc1ccc(CNC(=O)C2CC(c3cccc([N+](=O)[O-])c3)=NO2)cc1 (stereo not given)	-14%	-2%	17%	-17%	u	5%	-8%	3%
Cn1c(=O)c2c(nc(SCCCO)n2Cc2ccccc2Cl)n(C)c1=O	-5%	7%	24%	0%	u	-3%	-7%	-2%
O=C(NCCCN1CCOCC1)C(=O)N/N=C/c1c2ccccc2cc2ccccc12	-12%	4%	-21%	28%[10 µM]	9%	-20%	-13%	-1%
c1cncc(Cc2cc3ccccc3[nH]2)c1	1%	-3%	2%	3%[10 µM]	2%	12%	-1%	17%
CCCCCCSc1nc(O)c(C2OC(=O)c3c2ccc(OC)c3OC)c(=O)n1-c1ccccc1 (stereo not given)	u	5%	7%	-23%	2%	u	-23%	u
Cc1ccc(CN2CCN(Cc3ccc(-n4cccn4)cc3C)CC2CCO)cc1 (stereo not given)	-3%	3%	x	-1%[10 µM]	0%	-7%	-5%	-10%[9.22 µM]
CCOC(=O)Cc1csc(NC(=O)Cc2ccc(Cl)cc2)n1	-7%	-7%	x	-2%[10 µM]	x	-3%	-17%	-6%[9.22 µM]
O=c1[nH]c(CN2CCCCC2)nc2ccccc12	5%	6%	11%	-17%	-4%	-2%	1%	6%
O=C(O)CCc1ccc(-c2ccc(Cl)cc2)n1NC(=O)c1ccc(O)cc1	-4%	-6%	-23%	-3%[10 µM]	-4%	1%	-4%	1%
Cc1ccc2cc(CN(Cc3nnnn3Cc3ccco3)CC3CCCO3)c(=O)[nH]c2c1C (stereo not given)	u	u	-8%	10%[10 µM]	1.8µM*	-13%	-7%	10%
CCCCOC(=O)NC(NCC(O)c1ccccc1)(C(F)(F)F)C(F)(F)F (stereo not given)	-17%	-2%	-11%	10%	14%	-13%	-16%	-11%[9.22 µM]
CC1(C)OC(=O)N(CC(=O)Nc2cccc(C(F)(F)F)c2)C1(C)O (stereo not given)	-4%	2%	-21%	-21%	-4%	-10%	-15%	0%
CNC(=O)c1ccc2snnc2c1	-2%	-2%	2%	3%	-10%	-2%	-5%	-6%
Cn1cccc1C(=S)N=P(C1CCCCC1)(N1CCOCC1)N1CCOCC1	1%	-6%	1%	0%	u	1%	2%	8%
Oc1ccc2ccccc2c1C=Nc1ccc(Cl)cn1	-1%	u	-7%	1%	u	6%	1%	22%
CN1C(=O)/C(=C\c2ccccc2)Sc2ccc(C(=O)N3CCN(c4ccccn4)CC3)cc21	-21%	u	-18%	-53%[inhibitor]	u	9%	-9%	u
CCOc1ccc(CN2CCN(Cc3cccc4nonc34)CC2CCO)cc1 (stereo not given)	1%	8%	x	16%[10 µM]	-11%	0%	5%	-3%[9.22 µM]
O=C(NCC12CC3CC(CC(C3)C1)C2)c1nc2ncccn2n1	-6%	u	x	5%	u	-8%	-12%	-13%
O=C(CSc1ncc(S(=O)(=O)c2ccc(Br)cc2)c(=O)[nH]1)NCc1ccc(Cl)cc1	u	x	5%	x	x	-2%	-10%	x
CCc1cccc(CC)c1-n1c(SCC(=O)c2c(N)n(C)c(=O)n(C)c2=O)nnc1-c1cccnc1	-4%	5%	22%	0%[10 µM]	-3%	10%	-2%	1%
CCCC(=O)Nc1nc(C)c(-c2csc(Nc3ccc(Cl)cc3)n2)s1	13µM*	-12%	u	-71%[inhibitor]	u	7%	14µM*[quencher]	-23%
CC1Cc2nc(SCC(=O)N3CCCC3)n(C)c(=O)c2S1 (stereo not given)	-4%	5%	-7%	25%[10 µM]	3%	-9%	-5%	7%
COc1ccccc1NC(=O)N1CCN(C)CC1	4%	u	x	10%[10 µM]	-12%	1%	6%	-1%[9.22 µM]
CCOc1cc(/C=N\NC(=O)CN2CCOCC2)ccc1OCc1ccc(F)cc1	0%	-3%	4%	2%[10 µM]	12%	1%	9%	2%
CCSC(=Nc1ccccc1)C1=C(O)COC1=O	-2%	-12%	-5%	5%	-2%	4%	1%	4%
COC(=O)C1=C(C(=O)OC)SC2(S1)C(C(=O)OC)=C(C(=O)OC)SC1=C2c2cc(C)cc(C)c2NC1(C)C	14µM*	-1%	6%	-5%	6%	u	u	14%
COc1cccc(CNC(=O)CCC2CCCN(c3cc(C)nc(N)n3)C2)c1 (stereo not given)	-12%	5%	x	-3%[10 µM]	5%	-3%	-11%	2%[9.22 µM]
COc1ccc(COCC(O)CN2CC(C)OC(C)C2)cc1OC (stereo not given)	-3%	6%	-3%	-8%	-1%	1%	-6%	-8%
Cc1ccc(-c2nn3c(-c4ccccc4C)nnc3c3ccccc23)cc1	u	x	4%	x	x	-4%	1%	x
CN(C)c1ccnc(-n2cccc2/C=N/OCc2cccc(F)c2)c1C#N	-18%	1%	-13%	10%[10 µM]	-8%	-6%	-22%	u
Cc1c(CN2CCC(CO)(CC3CCCCO3)CC2)cnn1C (stereo not given)	-2%	-18%	x	0%[10 µM]	-5%	-7%	-5%	0%[9.22 µM]
O=C(Nc1ccon1)c1cccc(S(=O)(=O)N2CCCCC2)c1	10%	0%	x	-45%[inhibitor]	5%	2%	2%	u
Cn1ncc(Cl)c1C(=O)N1CCOCC1	7%	-3%	18%	x	4%	12%	7%	-4%
CS(=O)(=O)c1ccc2nc(NC(=O)CN3CCN(Cc4ccccc4)CC3)sc2c1	-12%	2%	-17%	-8%[0.074 µM]	-14%	-7%	-13%	-4%
CC1(C)CCSC(/C=C/c2ccccc2)=N1	u	6%	x	-33%[10 µM]	x	13%	-13%	-30%[9.22 µM]
COc1ccc2cc(C(=O)C3CCCN(C(=O)c4cc(=O)n(C)c(=O)n4C)C3)ccc2c1 (stereo not given)	-7%	u	x	-3%[10 µM]	u	5%	-1%	3%[9.22 µM]
O=C(CCn1c(=O)oc2ccccc21)NCCCN1CCCC1=O	5%	-10%	4%	12%[10 µM]	6%	6%	3%	-13%
CCc1nn(CC(=O)NCCCN2CCc3ccccc3C2)c(=O)c2cc3sccc3n12	5%	5%	-19%	2%[10 µM]	u	-6%	-5%	-20%
CC(C)CSC1=NSC2=NC(=O)/C(=C\c3coc4ccccc4c3=O)C(=N)N12	28µM*	u	21%	-68%[inhibitor]	u	u	u	8%
CN(C)S(=O)(=O)c1ccc(Cl)c(NC(=O)COC(=O)/C=C/c2cnc3ccccc3n2)c1	u	-5%	x	-4%[10 µM]	9%	-15%	-26%	11%[9.22 µM]
COc1cccc(NC(=O)c2sc3nc(C)c(C(=O)Nc4ccc(C)cc4C)c(-c4ccc(Br)cc4)c3c2N)c1	u	x	13µM*	x	x	u	u	x
COc1ccc(N(CC(=O)NCCC2=CCCCC2)S(=O)(=O)c2ccc(C)cc2)cc1OC	7%	-6%	-4%	-72%[inhibitor]	u	7%	5%	5%[9.22 µM]
CCOC(=O)C(NCCCO)c1ccccc1 (stereo not given)	-5%	-1%	-13%	-11%	-3%	-9%	-3%	-11%
CCOC(=O)Cc1csc(SCn2nnc3ccccc3c2=O)n1	-11%	-15%	5%	13%[10 µM]	u	5%	-8%	-17%
CC(=O)OC1CCC(OC(C)=O)c2c1n([O-])c(C)c(C)[n+]2=O (stereo not given)	-5%	-10%	20%	0%	4%	0%	-1%	-16%
O=S(=O)(c1ccc(Br)s1)N1CCN(c2ncccn2)CC1	-1%	-17%	-11%	-9%	6%	-8%	-6%	-19%
CN(CCO)CC(O)CN(c1ccccc1)c1ccccc1 (stereo not given)	-11%	u	x	-11%[10 µM]	x	0%	-11%	-13%[9.22 µM]
COc1cc(/C=N/n2cnnc2)ccc1OS(=O)(=O)c1ccccc1[N+](=O)[O-]	-11%	1%	11%	-6%[0.074 µM]	-12%	-4%	-17%	8%
Cc1nc(SCC#N)c2c(C)c(C)sc2n1	-5%	2%	u	1%[0.074 µM]	4%	u	-13%	10%
COc1cc(NC(=O)C2CCC(CNc3c(N4CCC(C)CC4)c(=O)c3=O)CC2)cc(OC)c1 (stereo not given)	-8%	0%	-5%	-17%	14%	7%	-15%	-3%
C/C(CC(C)C)=N/Nc1ccc([N+](=O)[O-])cc1[N+](=O)[O-]	u	4%	x	15%[10 µM]	x	8%	u	17%[9.22 µM]
COC(=O)c1nc2n(n1)C(c1ccccc1OC)C1=C(CCCC1=O)N2 (stereo not given)	3%	0%	u	-14%	u	4%	4%	17%
CCOC(=O)N1CCN(S(=O)(=O)c2ccc(C)cc2)C1c1ccccc1 (stereo not given)	-6%	-2%	-7%	20%	-11%	1%	-10%	-20%
Cc1ccc(S(=O)(=O)Nc2cc(C)nn2-c2ccccc2)cc1	-1%	8%	9%	5%	25µM*	0%	-3%	6%

Random excerpt: two entries already listed, in no set order.
Compound	Tau ThT inhib	JMJD2E inh	SMN2 splice up	HTT ATP protect	ALDH1A1 block	Tau FP inhib	Tau fluor cs	HttQ103 aggreg
CC(C)CSC1=NSC2=NC(=O)/C(=C\c3coc4ccccc4c3=O)C(=N)N12	28µM*	u	21%	-68%[inhibitor]	u	u	u	8%
O=C(CSc1ncc(S(=O)(=O)c2ccc(Br)cc2)c(=O)[nH]1)NCc1ccc(Cl)cc1	u	x	5%	x	x	-2%	-10%	x

Screens as filed in PubChem.
